PostGolgi ctrl: growth of the yeast control strain, post-Golgi counter-screen. efflux-deficient yeast background strain, growth absorbance A615, 16 h. inhibition, % at 10 µM. 5% of 98,000 active; in the data active = inhibition above about 30%
S1P2 blocker: S1P2 (human) receptor antagonism. 0.21% of 97,000 active. inhibition, % at 5 µM. O95136. AID 736. cell-based S1P2 antagonist assay, inhibition at 5 uM; in the data active = inhibition above about 45%;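 note: CRE beta-lactamase reporter cells expressing human S1P2 stimulated with S1P; 0% = agonist at EC80 alone and 100% = agonist plus reference antagonist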
HUVEC prolif 384: blocks proliferation of human endothelial cells; AID 648; 1.1% of 86,000 active; HUVEC proliferation, CellTiter-Glo luminescence, 72 h; hits give low values; viability, % at 10 µM (by protocol);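 active = viability at or below 30%; inactive = viability above 30%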;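 note: 100% = median luminescence of DMSO-only cell control wells on each plate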
sEH inhibitor: soluble epoxide hydrolase (human) inhibition | recombinant human sEH enzymatic activity assay | inhibition, % at 2 µM | AID 707 | 0.34% of 91,000 active | P34913; in the data active = inhibition above about 80%; note: values of inactives mirror those of a sister screen read the other way; many of its hits are not listed in these tables
LYP act: increases human PTPN22 phosphatase activity. 0.11% of 96,000 active. recombinant LYP, DiFMUP fluorescence; 0 = plate median, 100 = signal doubled. Q9Y2R2. activation, % at 2 µM. AID 697;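 active = activation at 2 µM above a set limit, the mean plus 5 SD, cut at about 37% in these data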
Target sequence (Q9Y2R2 whole entry, looked up): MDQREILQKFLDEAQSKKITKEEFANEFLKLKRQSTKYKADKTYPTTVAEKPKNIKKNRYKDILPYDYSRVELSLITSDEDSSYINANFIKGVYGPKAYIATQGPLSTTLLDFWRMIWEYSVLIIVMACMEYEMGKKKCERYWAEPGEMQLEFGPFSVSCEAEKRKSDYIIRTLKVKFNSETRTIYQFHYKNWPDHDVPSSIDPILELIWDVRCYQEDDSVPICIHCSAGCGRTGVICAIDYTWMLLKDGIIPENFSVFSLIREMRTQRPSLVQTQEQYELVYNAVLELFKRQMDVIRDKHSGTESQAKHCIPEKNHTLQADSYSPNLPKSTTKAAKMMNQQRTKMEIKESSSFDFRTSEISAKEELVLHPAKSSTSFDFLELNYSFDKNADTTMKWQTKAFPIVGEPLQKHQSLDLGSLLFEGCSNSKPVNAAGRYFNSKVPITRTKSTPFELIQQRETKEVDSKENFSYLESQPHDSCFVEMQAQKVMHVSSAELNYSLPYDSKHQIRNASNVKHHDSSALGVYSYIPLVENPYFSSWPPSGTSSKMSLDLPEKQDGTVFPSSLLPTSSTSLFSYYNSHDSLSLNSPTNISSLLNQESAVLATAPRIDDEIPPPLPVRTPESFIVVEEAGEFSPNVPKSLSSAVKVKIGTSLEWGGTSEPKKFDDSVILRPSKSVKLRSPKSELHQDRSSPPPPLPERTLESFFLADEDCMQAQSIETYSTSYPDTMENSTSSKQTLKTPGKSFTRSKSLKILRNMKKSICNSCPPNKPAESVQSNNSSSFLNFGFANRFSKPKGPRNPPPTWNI
S1P2 agonist: agonists of human S1P2 receptor. activation, % at 4.5 µM. S1P2-expressing cell line, agonist reporter read-out. AID 729. O95136. 0.46% of 97,000 active; in the data active = activation above about 16%;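 note: 0% = vehicle low control and 100% = maximal reference agonist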
sEH activator: activators of human soluble epoxide hydrolase | activation, % at 2 µM | AID 717 | P34913 | purified human sEH enzymatic activity, activator screen | 0.04% of 91,000 active; in the data active = activation above about 37%; note: values of inactives mirror those of a sister screen read the other way
H69AR growth 86K: growth inhibitors of human H69AR lung tumor cells; H69AR lung tumor viability, ATP luminescence, 72 h; hits give low values; viability, % at 10 µM; 6% of 85,000 active;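 active = viability at or below 40%; inactive = viability above 40%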;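 note: multidrug resistant small cell line overexpressing MRP-1 efflux transporter; 100% = mean luminescence of untreated control wells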
Lung fibro prol: blocks proliferation of human lung fibroblasts; LL 47 human lung fibroblast viability, ATP luminescence; hits give low values; viability, % at 10 µM; 1.1% of 85,000 active; AID 719;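 active = viability at or below 50% in the single dose screen; inactive = viability above 50%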;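 note: compound exposure lasted 72 h before the ATP readout; 100% = median luminescence of untreated cell-only wells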
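test system = LL 47 human lung fibroblasts | amount = 1,150 fibroblasts seeded per well | medium = 15% FBS in IMEM | times = overnight cell rest, 72 h compound treatment at 37 °C | measured by = CellTiter-Glo luminescence measuring cellular ATP | read-out = viability percentage against median untreated-cell control | benchmarks = cell-only wells, no compound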
* hit, by the source's call; . = not tested or not shown. A portion of the library (hit frequency here may not be typical).

SMILES | PostGolgi ctrl | S1P2 blocker | HUVEC prolif 384 | sEH inhibitor | LYP act | S1P2 agonist | sEH activator | H69AR growth 86K | Lung fibro prol
Cc1ccc(C2/C(=C(\O)c3cnn(-c4ccccc4)c3C)C(=O)C(=O)N2CCN(C)C)o1 (configuration not stated) | 1 | 0 | 104 | -21 | 0 | -9 | 22 | 91 | 102
COc1ccc(C(=O)Nc2c3c(nn2-c2cccc(Cl)c2)CS(=O)C3)cc1 (configuration not stated) | 15 | -9 | 92 | -2 | 6 | -1 | 2 | 85 | 99
Cc1ccc2[nH]c3c(=O)n(CCC4=CCCCC4)cnc3c2c1 | -3 | 14 | 99 | 2 | -5 | -5 | 1 | 85 | 97
C=CCNC(=O)c1ccc(Cn2c(=S)[nH]c3cc4c(cc3c2=O)OCO4)cc1 | 2 | -4 | 90 | 6 | 4 | -6 | -7 | 93 | 107
O=C(CCN1CCCCC1)Nn1c(=S)[nH]c2ccccc2c1=O | 2 | 3 | 89 | -1 | 4 | -7 | 1 | 95 | 98
O=C(c1cccc(F)c1)N1CCN(S(=O)(=O)c2ccccc2)CC1 | -4 | 8 | 100 | -17 | 2 | -5 | 17 | 97 | 103
CCc1ccc(CC2S/C(=C(\C#N)C(C)=O)NC2=O)cc1 (configuration not stated) | 1 | 5 | 77 | -7 | 5 | -7 | 8 | 70 | 91
O=C(NCCSc1ccccc1)c1cccnc1 | 3 | 13 | 101 | 18 | 4 | -5 | -18 | 100 | 96
O=C(Nc1cccc(NC(=O)c2ccc(-c3ccc(Br)cc3)o2)c1)c1ccccc1 | 5 | -4 | 58 | 5 | 2 | -9 | -3 | 55 | 72
N#Cc1nc(COc2ccccc2Cl)oc1NCc1ccc(F)cc1 | 12 | -2 | 57 | -3 | -12 | 0 | 4 | 88 | 96
COc1ccc(-c2cc(C(F)(F)F)nc(SCC(=O)Nc3cc(C)on3)n2)cc1 | 5 | -21 | 67 | 14 | 21 | -5 | -11 | 46 | 77
CCOC(=O)NC(NCc1ccccc1Cl)(C(F)(F)F)C(F)(F)F | 8 | 3 | . | 3 | -14 | -2 | -1 | . | .
CCc1ccc2c(Cl)c(C(=O)N/N=C/c3c[nH]c4ccccc34)sc2c1 | 42* | 6 | . | -1 | 13 | -8 | 2 | . | .
Cc1ccc2c(c1)c1ncnc(N3CCC4(CC3)OCCO4)c1n2C | 19 | -7 | 75 | -3 | -5 | -3 | 3 | 29* | 90
CC(=O)Nc1ccc(N2C(=O)C3C4CC(=O)C(c5ccccc54)C3C2=O)cc1 (configuration not stated) | -8 | 20 | . | 0 | -5 | -7 | 2 | . | .
O=C(OCC(=O)N1CCN(c2ccccc2)CC1)c1ccc2ccccc2n1 | 5 | 10 | 91 | . | 2 | -11 | . | 74 | 97
O=C1C2C3C=CC(C3=C(c3ccccc3)c3ccccc3)C2C(=O)N1CCO (configuration not stated) | 6 | 14 | 82 | -2 | -6 | -1 | 2 | 108 | 96
CCOc1ccccc1N(CC(=O)NC1CCCCC1)S(C)(=O)=O | 12 | . | 87 | . | . | . | . | 98 | 95
COCCN(C(=O)CCCC(=O)Nc1ccccn1)C(C(=O)NC1CCCCC1)c1ccc(C)cc1 (configuration not stated) | 3 | 18 | 104 | -5 | -3 | -5 | 4 | 95 | 99
Cc1cccc(-c2cc3nc4c(c(N5CCCC(O)C5)n3n2)CCC4)c1 (configuration not stated) | 79* | 0 | 83 | 11 | 10 | 3 | -11 | 55 | 88
CCN=C1SC(C(=O)NCCc2ccccc2)CC(=O)N1CC (configuration not stated) | 9 | 12 | 104 | 2 | -6 | -4 | -2 | 89 | 92
O=C(Cc1ccccc1)Nc1nc(-c2cccs2)cs1 | -1 | 0 | 86 | . | -15 | -11 | . | 87 | 101
O=[N+]([O-])c1ccc(-c2ccc(/C=N/c3c(-c4ccco4)nc4ccccn34)o2)c(Cl)c1 | 3 | 21 | . | -7 | -1 | -3 | 10 | . | .
COC(=O)c1ccccc1NC(=O)CSc1nc(O)cc(=O)n1C1CCCC1 | 7 | -21 | 98 | 0 | 0 | 1 | 3 | 100 | 116
Cc1ccc(C(=O)CSc2nnc(Cn3nnc4ccccc43)n2C)cc1 | 12 | 20 | 96 | 8 | -4 | -6 | -5 | 94 | 97
CCn1cc(NC(=O)Nc2ccc(OC)c(OC)c2)c(C(N)=O)n1 | . | 9 | 94 | 5 | 15 | -3 | -10 | . | 104
CCOC(=O)Cn1nc(C)n(-c2ccc(C(C)(C)C)cc2)c1=O | 8 | 19 | . | -33 | 8 | -3 | 32 | . | .
Cc1[nH]nc2ncc(C(=O)c3cc(Cl)cc(Cl)c3O)cc12 | 28 | -10 | . | -3 | -7 | -1 | 4 | . | .
CCCCN(C)CCn1c(=S)[nH]c2ncccc2c1=O | 6 | -6 | 96 | -5 | 9 | -3 | 4 | 77 | 98
N#Cc1c(Nc2ccccc2)sc(C(=O)c2ccccc2)c1N | 5 | -26 | . | 9 | 5 | -3 | -7 | . | .

3 compounds already listed, sorted by the value under sEH inhibitor, high to low:
| mol | S1P2 blocker | sEH inhibitor | LYP act | S1P2 agonist | sEH activator |
| --- | --- | --- | --- | --- | --- |
| Cc1ccc(C(=O)CSc2nnc(Cn3nnc4ccccc43)n2C)cc1 | 20 | 8 | -4 | -6 | -5 |
| COC(=O)c1ccccc1NC(=O)CSc1nc(O)cc(=O)n1C1CCCC1 | -21 | 0 | 0 | 1 | 3 |
| CCOC(=O)Cn1nc(C)n(-c2ccc(C(C)(C)C)cc2)c1=O | 19 | -33 | 8 | -3 | 32 |

Next section:
SMILES | PostGolgi ctrl | S1P2 blocker | HUVEC prolif 384 | sEH inhibitor | LYP act | S1P2 agonist | sEH activator | H69AR growth 86K | Lung fibro prol
COC(=O)c1cc(Br)ccc1-c1ccc(/C=N/n2nnnc2N)o1 | 6 | -1 | 57 | -1 | -7 | -7 | 1 | 80 | 86
Cc1cc2occ(CC(=O)NC3=NCCS3)c2cc1C(C)C | 14 | -18 | 103 | 0 | 0 | -2 | 0 | 96 | 100
CCC(C(=O)NC(C)(C)C)N(C(=O)Cn1nnc(-c2ccccc2F)n1)c1cccc2c1CCCC2 (configuration not stated) | 1 | 11 | . | 6 | -7 | -6 | -5 | . | .
CCOc1ccccc1N(CC)C(=O)Cn1ncc2c(=O)oc3ccccc3c21 | -8 | . | 108 | . | . | . | . | 79 | 110
CCSc1nc2sc3c(c2c(=O)[nH]1)CC(C)(CC)OC3 (configuration not stated) | 8 | -17 | 106 | 2 | -11 | -9 | -2 | 94 | 108
CCOc1cc(-c2noc(N)c2C#N)cc(OCC)c1OCC | 30 | -7 | . | -4 | 2 | -1 | 1 | . | .
Cc1cc(NC(=O)CN2CCN(c3ccc(O)cc3)CC2)no1 | 0 | 8 | 62 | -6 | 13 | -3 | 8 | 85 | 102
Cc1cc(C(F)(F)F)nn1CC(=O)NCc1ccccc1 | 0 | -13 | 85 | -13 | 0 | -3 | 15 | 101 | 93
COc1ccccc1C(=O)Nc1sc2c(c1C(=O)NCc1ccco1)CCCC2 | 8 | 5 | 86 | 7 | -18 | -1 | -7 | 54 | 96
CCN1C(=O)N(CC)C2C1N(C(C)=O)C(=O)N2C(C)=O (configuration not stated) | 15 | 2 | 91 | -1 | -6 | -3 | 0 | 91 | 99
Cc1sc(-c2ccccn2)nc1OC(=O)c1cccc(Cl)c1Cl | 0 | 15 | . | 9 | -6 | -6 | -10 | . | .
O=C(NCc1ccco1)c1cc2nc(C3CC3)cc(C(F)(F)F)n2n1 | 12 | -6 | 102 | -15 | -8 | -7 | 17 | 91 | 101
CC(C)NC(=O)c1sc2nc3c(c(-c4cccs4)c2c1N)CN(C)CC3 | 17 | -6 | . | 2 | -7 | -6 | -4 | . | .
COc1cc(NC(=O)c2onc(C)c2Cl)c(OC)cc1Cl | 5 | . | 95 | . | . | . | . | 79 | 94
O=CNC(Cc1ccccc1)C(=O)O (configuration not stated) | 9 | -4 | 105 | -6 | -2 | -2 | 3 | 97 | 107
COc1cccc(/C=C2\C(=O)C(=O)c3ccccc32)c1 | 19 | -6 | 72 | 2 | 0 | -1 | -5 | 5.3* | 77
Cc1nnc(SCc2ccccc2)nc1/C=C/NOCc1ccc(Cl)cc1Cl | -1 | -13 | 72 | -18 | 12 | -6 | 17 | 2.3* | 91
Cc1ccc(NC(=O)c2ccc(OC(=S)N3CCOCC3)cc2)cc1 | 13 | 2 | . | 10 | 6 | -6 | -7 | . | .
CCc1nnc(NC(=O)Nc2ccccc2OC)s1 | 2 | 7 | 101 | -2 | -10 | 0 | 4 | 94 | 102
O=C(NCCN1CCCCC1)c1ccc2c(c1)OCCO2 | 6 | 6 | 90 | -24 | -2 | -5 | 25 | 82 | 95

Part of the list above in a different format.
compound,PostGolgi ctrl,S1P2 blocker,HUVEC prolif 384,sEH inhibitor,LYP act,S1P2 agonist,sEH activator,H69AR growth 86K,Lung fibro prol
O=C(OCC(=O)N1CCN(c2ccccc2)CC1)c1ccc2ccccc2n1,5,10,91,.,2,-11,.,74,97
Cc1cccc(-c2cc3nc4c(c(N5CCCC(O)C5)n3n2)CCC4)c1 (configuration not stated),79*,0,83,11,10,3,-11,55,88
Cc1ccc(NC(=O)c2ccc(OC(=S)N3CCOCC3)cc2)cc1,13,2,.,10,6,-6,-7,.,.

Further results:
SMILES | PostGolgi ctrl | S1P2 blocker | HUVEC prolif 384 | sEH inhibitor | LYP act | S1P2 agonist | sEH activator | H69AR growth 86K | Lung fibro prol
CN(C)S(=O)(=O)c1ccc(C(=O)NCCOc2ccc(F)cc2)cc1 | -11 | -1 | 86 | 1 | 1 | -5 | -2 | 94 | 110
Cc1nnc(NC(=O)CSc2nc(C(C)C)nc3sc(C)c(C)c23)s1 | 6 | -2 | . | 30 | -5 | 2 | -30 | . | .
COc1ccccc1-c1cc(C(F)(F)F)nc(N2CCN(c3ccccc3)CC2)n1 | 3 | -6 | 116 | 5 | -9 | -2 | -5 | 86 | 93
O=C(Nc1ccccc1N1CCCC1)c1cccnc1Cl | . | -12 | 97 | 6 | -6 | 1 | -3 | 97 | 94
O=C(C1CCCN1S(=O)(=O)c1cccc2cccnc12)N1CCn2c1nc1ccccc12 (configuration not stated) | 24 | 6 | 104 | 14 | -7 | -4 | -15 | 83 | 97
CC(=O)c1cccc(NC(=O)C2CCN(S(=O)(=O)c3ccc(C)cc3)CC2)c1 | . | -4 | 100 | 16 | 4 | 2 | -15 | 90 | 102
Cc1cc2nc(-c3ccc(SCC(=O)N4CCN(C(=O)c5ccco5)CC4)nc3)[nH]c2cc1C | 9 | -1 | 30 | 81* | -2 | -4 | -81 | 12* | 72
Cc1ccc(N2CCCCn3c2nc2c3c(=O)[nH]c(=O)n2C)cc1 | 17 | 27 | 92 | -5 | 7 | -7 | 4 | 84 | 90
CCOC(=O)c1c(NC(=O)OC)sc2c1CCC2 | 4 | -8 | 92 | 9 | -7 | -8 | -4 | 74 | 94
CC(=O)N1CCN(c2ccc(Nc3ncnc4c3oc3ccccc34)cc2)CC1 | -12 | 14 | 50 | -10 | -14 | -1 | 7 | 45 | 87
N#Cc1ccc(NC(=O)Nc2ccc(Cl)cc2)cc1 | 74* | . | 35 | . | . | . | . | 7.1* | 39*
O=C(CCc1ccccc1)Nc1ccc(Cl)cn1 | 15 | -31 | 53 | 0 | 15 | -4 | 0 | 30* | 57
Cc1ccc(/C=N/N2CCN(Cc3ccc(Cl)cc3)CC2)o1 | 2 | -6 | 86 | 1 | -2 | -1 | -4 | 89 | 103
Cc1ccc(Nc2cc(=O)oc3ccccc23)c(C)c1 | 44* | -12 | . | -5 | -4 | -4 | 5 | . | .
CC(C)CC(=O)NC(=S)NCCc1ccccc1 | 9 | -10 | . | -10 | -8 | -1 | 11 | . | .
Cn1cc(C(=O)c2cccc(Cl)c2Cl)cc1C(=O)O | 1 | 12 | . | -8 | -4 | -2 | 11 | . | .
O=C(Nc1nccs1)c1cc2sccc2n1Cc1ccc(F)cc1 | 6 | 18 | . | 13 | -6 | 1 | -10 | . | .
O=C(NCCc1ccncc1)Nc1ccccc1Cl | -6 | 1 | 97 | 7 | 5 | -4 | -6 | 91 | 104

Screens deposited in PubChem by several laboratories.
